Bioassay records deposited in PubChem BioAssay by several laboratories.
SARS 3CLpro inh: SARS-CoV 3CLpro protease inhibition; recombinant SARS-CoV 3CLpro, quenched FRET peptide cleavage; P0C6X7; 0.14% of 290,000 active; inhibition, % at 6 µM; in the data active = inhibition above about 12%
VHR inh abs: DUSP3 (human) phosphatase inhibition. inhibition, % at 13.3 µM. recombinant VHR phosphatase, pNPP absorbance. 0.52% of 290,000 active. P51452; in the data active = inhibition above about 50%; also: some compounds called inactive have numbers as strong as hits
Target sequence (P51452 whole entry, looked up): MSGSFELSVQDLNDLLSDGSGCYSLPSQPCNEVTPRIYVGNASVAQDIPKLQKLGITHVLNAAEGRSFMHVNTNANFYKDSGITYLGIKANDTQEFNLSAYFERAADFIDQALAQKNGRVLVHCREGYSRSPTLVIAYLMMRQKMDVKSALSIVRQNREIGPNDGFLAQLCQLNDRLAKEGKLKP
Rv3671c inh: inhibitors of M. tuberculosis serine protease Rv3671c. inhibition, % at 5.96 µM. 0.048% of 320,000 active. AID 2606; in the data active = inhibition above about 38%;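 also: extracellular domain of Rv3671c used as enzyme; 0% = enzyme with DMSO and 100% = no enzyme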
Target sequence (P9WHR9 whole entry, looked up, the tested form may be a part): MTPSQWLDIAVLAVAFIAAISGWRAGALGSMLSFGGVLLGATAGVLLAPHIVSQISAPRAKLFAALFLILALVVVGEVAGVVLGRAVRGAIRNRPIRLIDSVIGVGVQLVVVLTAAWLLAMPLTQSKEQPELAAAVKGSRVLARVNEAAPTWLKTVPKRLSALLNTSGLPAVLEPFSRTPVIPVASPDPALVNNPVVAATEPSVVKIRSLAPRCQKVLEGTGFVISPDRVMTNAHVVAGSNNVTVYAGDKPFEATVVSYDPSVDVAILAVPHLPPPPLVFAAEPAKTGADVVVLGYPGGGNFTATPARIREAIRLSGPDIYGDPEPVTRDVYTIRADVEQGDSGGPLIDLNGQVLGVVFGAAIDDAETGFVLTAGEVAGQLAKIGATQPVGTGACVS
CCHFV vOTU inh: CCHFV vOTU protease inhibition; inhibition, % at 11.5 µM; 0.55% of 370,000 active; Pep-AMC fluorescence; in the data active = inhibition above about 30%; also: 0% = vehicle wells with enzyme and 100% = no enzyme wells
PrPC surface inh: cell surface PrPC inhibition, primary TR-FRET screen. P04156. TR-FRET read-out. inhibition, % at 13.8 µM. 0.43% of 370,000 active. AID 720596; in the data active = inhibition above about 24%; also: 0% = median of the test wells and 100% = reference compound wells
SSB-PriA inh: inhibitors of Klebsiella pneumoniae PriA binding to SSB C-terminal tail; 0.6% of 430,000 active; inhibition, % at 33 µM; AlphaScreen SSBct-PriA binding, biotinylated peptide; in the data active = inhibition mostly above about 37%, no sharp cut-off; inactive = mostly below about 20%;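 also: plate controls were negative control peptide for no effect and reference peptide for full effect; strong numbers were not always called active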
Numbers without * were called inactive; / = not tested or not shown; & = joins results of further samples.

SMILES	SARS 3CLpro inh	VHR inh abs	Rv3671c inh	CCHFV vOTU inh	PrPC surface inh	SSB-PriA inh
COC(=O)N1CCC(CNC(=O)c2ccccc2S(=O)(=O)C(F)F)CC1	/	/	/	/	/	-14
O=C1CC(NS(=O)(=O)c2ccccc2F)CN1c1cccc(F)c1 (configuration not stated)	/	/	/	/	/	-4
O=C(CSc1ncnc2sc3c(c12)CCCC3)Nc1ccc(F)c(Cl)c1	/	/	/	/	/	-2
CCC(O)c1nc2ccccc2n1CCOc1cccc(OC)c1 (configuration not stated)	/	/	/	/	/	-7
CC1(CC(=O)NN=Cc2ccc(-c3ccc(C(=O)O)cc3)o2)OCCO1	/	/	/	/	/	-16
COc1ccc(S(N)(=O)=O)cc1N(C)S(C)(=O)=O	/	/	/	/	/	3
CCOc1cccc(-c2nc3c(c(=O)[nH]2)Cc2cc(Br)cc(OC)c2O3)c1O	/	/	/	/	/	-14
COc1ccc(CCNC(=O)NCC2CCN(c3ccncc3)CC2)cc1	/	/	/	/	/	-11
O=C(CCc1csc(NC(=O)c2ccc[nH]c2=O)n1)NCc1ccc2c(c1)OCO2	/	/	/	/	/	-14
Cc1nnc(C2CCN(C(=O)c3ccsc3)CC2)s1	/	/	/	/	/	-25
CSc1ccccc1NC(=O)C(=O)NCC1CCN(C(=O)c2ccoc2)CC1	/	/	/	/	/	-8
COCCNC(=O)C1(c2cccs2)CCCC1	/	/	/	/	/	-7
CSCCn1c(=NC(=O)c2ccnn2C)sc2cc(C)ccc21	/	/	/	/	/	-6
O=C(NC1CCN(Cc2ccccc2)CC1)c1cn(-c2cccc(Cl)c2)nn1	/	/	/	/	/	-1
COc1cccc(-n2c(=S)sc3c(=O)[nH]c(SCC(=O)NC4CCCC4)nc32)c1	/	/	/	/	/	4
O=C(CN1CCOCC1)Nc1ncc(Cc2cc(Cl)cc(Cl)c2)s1	/	/	/	/	/	-1
O=C1CCCC(=O)N1CCS(=O)(=O)NCc1cnn2c1CCCC2	/	/	/	/	/	1
CCOC(=O)c1c(-c2ccc(C)s2)csc1NC(=O)c1ccco1	/	28	/	/	/	2
Cc1cc(C)c2c(n1)nn1c(NCCCn3ccnc3)cc(C)nc21	/	18	/	/	/	-13
COCCn1c(C)cc(C(=O)CSc2nnc3scc(-c4ccc(Cl)cc4)n23)c1C	-2	/	/	/	/	-12&12
Cc1cc(C)c2c(n1)sc1c(N3CCOCC3)ncnc12	-5	/	/	/	/	-8
COc1ccc(OC)c(NC(=O)c2cnc3ccccn3c2=O)c1	-6	/	/	/	/	-12
Nc1ccc(O)c(C(=O)O)c1	/	/	-9	/	/	2
CCCS(=O)(=O)Nc1ccc(-c2ccc3nnc(C)n3n2)cc1	1	-9	/	/	/	5
O=C(O)c1cccc(N2C(=O)CCC2=O)c1	-1	-7	/	/	/	6
COc1ccc(C2=CC(=O)C=CC2=O)cc1	-4	-4	/	/	/	14
O=c1c2ccccc2nc2c3ccccc3c(Cl)nn12	7	4	/	/	/	4
COP(=O)(OC)OC(C(=O)c1ccccc1)c1ccccc1 (configuration not stated)	/	/	/	-8	0	/
Cc1cccc(C)c1NC(=O)C(c1cccc2ccccc12)n1c(=O)c(-c2cc3ccccc3[nH]2)nc2ccccc21 (configuration not stated)	/	/	/	-28	1	/
COC(=O)[C@@]12C[C@@H](CC(=O)NCC34CC5CC(CC(C5)C3)C4)C(=O)N(Cc3ccccc3)C1=CCC(C)(C)C2	/	/	/	18	1	/

Look-ups from the list:
SSB-PriA inh, Cc1cc(C)c2c(n1)sc1c(N3CCOCC3)ncnc12 : -8
SSB-PriA inh, O=C(CN1CCOCC1)Nc1ncc(Cc2cc(Cl)cc(Cl)c2)s1 : -1

(next part)
SMILES	SARS 3CLpro inh	VHR inh abs	Rv3671c inh	CCHFV vOTU inh	PrPC surface inh	SSB-PriA inh
N#Cc1cccc(C(=O)N2CCC(Oc3cccnc3)CC2)c1	/	/	/	-7	2	/
Cc1cc(Br)cn2c(Cc3cccc(F)c3)c(-c3cccc(Cl)c3)nc12	/	/	/	6	6	/
O=C(NCc1cccs1)C1CCN(S(=O)(=O)c2ccc([N+](=O)[O-])cc2)CC1	/	/	/	5	-42	/
O=C(OCc1cn(Cc2ccc(Cl)cc2)nn1)N1CCCC1	/	/	/	-4	4	/
COc1ccc(C2=Nc3ccccc3N(C(=O)c3ccc4c(c3)OCO4)C2C(=O)NCc2ccccc2)cc1 (configuration not stated)	/	/	/	-18	6	/
CC(C)(C)c1cccc(N/C(=C\C(=O)c2ccccc2)c2ccccc2)c1	/	/	/	-5	3	/
CCN(CC)C(=O)CC[C@H]1CC[C@]2(CCCN(C(=O)c3ccc4ccccc4n3)C2)O1	/	/	/	1	-8	/
O=C(Nc1ccc(Cl)c(Cl)c1)C1CCCN1S(=O)(=O)c1cccc2cccnc12 (configuration not stated)	/	/	/	7	14	/
COc1cccc(CNC(=O)[C@H]2CCCN2C(=O)[C@H]2CCCN2C(=O)c2cccs2)c1	/	/	/	13	-4	/
COc1ccc(-c2cc(-c3nnc(SCC(=O)Nc4cccc5ccccc45)n3N)[nH]n2)cc1	/	/	/	22	-7	/
Cc1ccc(-c2nc(C3CCCN(S(=O)(=O)c4cccs4)C3)no2)cc1 (configuration not stated)	/	/	/	7	-6	/
CCOC(=O)[C@]12CCCC=C1N(Cc1ccc(OC)cc1)C(=O)[C@@H]2CC(=O)N1CCN(C(=O)c2ccco2)CC1	/	/	/	-7	0	/
C=CCn1c(SCC(=O)c2ccc(-c3ccccc3)cc2)nnc1-c1ccc(OC)cc1	/	/	/	11	-3	/
CCCCN1CC(COCc2ccccc2)Oc2cccc(NCc3cc(OC)c(OC)c(OC)c3)c2S1(=O)=O (configuration not stated)	/	/	/	4	0	/
COc1ccc(NC(=O)C(c2ccc(C(F)(F)F)cc2)n2c(=O)c(-c3cc4ccccc4[nH]3)nc3ccccc32)cc1 (configuration not stated)	/	/	/	-33	5	/
Cc1cc(N2CCNC[C@H]2C)ccc1N1CC[C@H](O)C1	/	/	/	10	0	/
Nc1[nH]c(C(=O)c2ccccc2)c(-c2ccc(Cl)cc2)c1C(=O)c1c[nH]c2ccc(F)cc12	/	/	/	1	3	/
CC(C)NC(=O)C1C(c2ccc(C(F)(F)F)cc2)=Nc2ccccc2N1C(=O)c1cccc2ccccc12 (configuration not stated)	/	/	/	11	1	/
Cc1ccc(-c2cc(NC(=O)Cc3c(C)[nH]c4ccccc34)ccc2Nc2cccnc2)cc1	/	/	/	7	1	/
CCC(C(=O)NC(C)(C)C)n1c(-c2ccccc2)nc2ccccc21 (configuration not stated)	/	/	/	6	-1	/
COC(=O)[C@]12C[C@H](CC(=O)N3CCSCC3)C(=O)N(CCc3ccc(OC)c(OC)c3)C1=C[C@H](COCc1ccccc1)O[C@@H]2C	/	/	/	0	-10	/
CCCCOCC1CN(CCCC)S(=O)(=O)c2c(Oc3ccc(SC)c(C)c3)cccc2O1 (configuration not stated)	/	/	/	1	4	/
CCCCNC(=O)N1CCC(c2nc3ccc(Cl)cc3[nH]2)CC1	/	/	/	0	-9	/
COc1ccc(NC(=O)NNC(=O)CCn2nc(C)c([N+](=O)[O-])c2C)cc1OC	/	/	/	-3	-3	/
COc1cccc(C(C(=O)NC2CCCC2)N2CCN(c3cc(C)ccc3C)CC2)c1OC (configuration not stated)	/	/	/	30*	2	/
CCC(NC(=O)Cn1c(-c2ccccc2)cc(C(C)=O)c1C)c1ccccc1 (configuration not stated)	/	/	/	4	4	/
COC(=O)C[C@@H]1C=C[C@H](NS(=O)(=O)c2cccc(F)c2)[C@@H](CO)O1	/	/	/	-2	-1	/
COc1ccc(Cn2c(C)c(CC(=O)Nc3ccc(Oc4cccnc4)c(C)c3)c3ccccc32)cc1	/	/	/	0	1	/
COc1ccc(N2C(=O)c3n[nH]c(C)c3C2c2ccccc2)cc1 (configuration not stated)	/	/	/	5	1	/
C(#CC1=CCCCC1)CNCC1CC1	/	/	/	-3	7	/

Seven entries picked at random from the list so far:
SMILES	SARS 3CLpro inh	VHR inh abs	Rv3671c inh	CCHFV vOTU inh	PrPC surface inh	SSB-PriA inh
COc1ccc(NC(=O)NNC(=O)CCn2nc(C)c([N+](=O)[O-])c2C)cc1OC	/	/	/	-3	-3	/
Cc1ccc(-c2cc(NC(=O)Cc3c(C)[nH]c4ccccc34)ccc2Nc2cccnc2)cc1	/	/	/	7	1	/
COc1cccc(C(C(=O)NC2CCCC2)N2CCN(c3cc(C)ccc3C)CC2)c1OC (configuration not stated)	/	/	/	30*	2	/
Nc1[nH]c(C(=O)c2ccccc2)c(-c2ccc(Cl)cc2)c1C(=O)c1c[nH]c2ccc(F)cc12	/	/	/	1	3	/
C(#CC1=CCCCC1)CNCC1CC1	/	/	/	-3	7	/
CC(C)NC(=O)C1C(c2ccc(C(F)(F)F)cc2)=Nc2ccccc2N1C(=O)c1cccc2ccccc12 (configuration not stated)	/	/	/	11	1	/
CCC(C(=O)NC(C)(C)C)n1c(-c2ccccc2)nc2ccccc21 (configuration not stated)	/	/	/	6	-1	/

Continued.
SMILES	SARS 3CLpro inh	VHR inh abs	Rv3671c inh	CCHFV vOTU inh	PrPC surface inh	SSB-PriA inh
OCC1COC(c2ccccc2)=N1 (configuration not stated)	/	/	/	10	-6	/
Nc1c(C(=O)NCC(O)c2ccccc2)cnn1-c1ccccc1 (configuration not stated)	/	/	/	-6	4	/
CCc1c(-c2cccc(Cl)c2)ncn1Cc1cccc(-c2ccccc2)c1	/	/	/	11	3	/
CCCc1cc2c(OC)ccc(O)c2c(=O)n1C	/	/	/	-1	5	/
CN1C(=O)C(c2cn(C)c3ccccc23)(c2cn(C)c3ccccc23)c2cc(F)ccc21	/	/	/	-4	4	/
CCN(CC)C(=O)CSc1nnc(-c2ccc(C(C)(C)C)cc2)n1Cc1ccco1	/	/	/	-1	6	/
C#CCNC(=O)C[C@H]1C[C@@]2(C(=O)OC)C(=C[C@H](C3CCCC3)O[C@@H]2C)N(Cc2cccc3ccccc23)C1=O	/	/	/	9	9	/
O=S1(=O)CCOCC(CO)N1Cc1cccc(Br)c1 (configuration not stated)	/	/	/	6	-6	/
COC(=O)N(C)C[C@H]1OCc2cn(nn2)CCCC(=O)N([C@H](C)CO)C[C@@H]1C	/	/	/	8	10	/
COCCN1Cc2cc(C(=O)OC)c3c(c2C1=O)c1cc(F)ccc1n3S(=O)(=O)c1ccc(C)cc1	/	/	/	8	-2	/
COC(=O)[C@]12C[C@H](CC(=O)NCCC(C)C)C(=O)N(Cc3ccccc3)C1=C[C@H](C1CCCC1)O[C@@H]2C	/	/	/	15	-5	/
O=C(N[C@@H]1CC[C@H](CCn2cc(-c3ccccn3)nn2)O[C@@H]1CO)c1ccncc1	/	/	/	-5	6	/
O=C(NCc1ccccc1)[C@H]1CCCN1C(=O)[C@H]1CCCN1C(=O)c1ccccc1	/	/	/	5	-2	/
COC(=O)C[C@H]1CC[C@@H](NC(=O)Nc2c(C)noc2C)[C@@H](CO)O1	/	/	/	-1	6	/
O=C(NCc1ccccc1)C(c1ccco1)N1CCN(c2ccccc2F)CC1 (configuration not stated)	/	/	/	16	1	/
CC(=C1N=C(c2ccccc2)OC1=O)c1cccs1	/	/	/	-6	5	/

7 structures from above, arranged by SMILES length, low to high.
SMILES	SARS 3CLpro inh	VHR inh abs	Rv3671c inh	CCHFV vOTU inh	PrPC surface inh	SSB-PriA inh
O=c1c2ccccc2nc2c3ccccc3c(Cl)nn12	7	4	/	/	/	4
Nc1c(C(=O)NCC(O)c2ccccc2)cnn1-c1ccccc1 (configuration not stated)	/	/	/	-6	4	/
Cc1cc(C)c2c(n1)nn1c(NCCCn3ccnc3)cc(C)nc21	/	18	/	/	/	-13
Cc1cc(Br)cn2c(Cc3cccc(F)c3)c(-c3cccc(Cl)c3)nc12	/	/	/	6	6	/
CCCCOCC1CN(CCCC)S(=O)(=O)c2c(Oc3ccc(SC)c(C)c3)cccc2O1 (configuration not stated)	/	/	/	1	4	/
Cc1ccc(-c2cc(NC(=O)Cc3c(C)[nH]c4ccccc34)ccc2Nc2cccnc2)cc1	/	/	/	7	1	/
COC(=O)[C@]12C[C@H](CC(=O)N3CCSCC3)C(=O)N(CCc3ccc(OC)c(OC)c3)C1=C[C@H](COCc1ccccc1)O[C@@H]2C	/	/	/	0	-10	/

These rows are one share of the data; the hit share may differ from the screen's.
